HTR5A ag ctr: HTR5A agonists in luminescence cell assay, primary screen, counter-screen for OPRM1-OPRD1 heterodimer agonist project, full-deck HTS; 5-hydroxytryptamine receptor 5A (Homo sapiens), P47898; cell-based; activation, % at 9.3 µM; actives 0.61% (n = 340,000); in the data active means activation mostly above about 9.5%, no sharp cut-off; inactive means mostly below about 7.6%;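 further: 0% = cells with vehicle only and 100% = reference agonist; strong numbers were not always called active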
Target sequence (P47898 whole entry, looked up): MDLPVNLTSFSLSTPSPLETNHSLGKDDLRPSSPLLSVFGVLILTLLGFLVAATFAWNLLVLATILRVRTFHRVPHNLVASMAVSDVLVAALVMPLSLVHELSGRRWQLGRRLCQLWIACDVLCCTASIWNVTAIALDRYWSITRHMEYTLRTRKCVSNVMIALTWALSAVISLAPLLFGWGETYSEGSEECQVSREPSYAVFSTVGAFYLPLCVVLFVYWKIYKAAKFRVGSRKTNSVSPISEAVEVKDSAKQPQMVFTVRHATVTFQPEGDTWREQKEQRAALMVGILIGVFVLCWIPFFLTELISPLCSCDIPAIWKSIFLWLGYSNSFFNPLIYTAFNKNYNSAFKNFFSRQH
DSG3 Ab inh: inhibitors of pemphigus antibody binding to DSG3, primary screen, biochemical, bead-based, flow cytometry, scFv-GFP; Desmoglein-3 (Homo sapiens), P32926; DSG3-coupled beads, scFv-anti-DSG3-GFP binding; active compounds read low; binding (percent of control), % at 10 µM; actives 0.48% (n = 310,000); AID 588358, 2011;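 active means binding more than 3 SD below its plate's average and above zero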;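 further: hits lower antibody fragment binding to DSG3; some compounds called inactive have numbers as strong as hits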
OPRM1-OPRD1 inv: inverse agonists of MOR-DOR heterodimerization, primary screen, cell-based, luminescence. inhibition, % at 9.3 µM. actives 0.21% (n = 340,000). cell-based MOR-DOR heterodimer luminescence, inverse agonism. Mu-type opioid receptor (Homo sapiens) + Delta-type opioid receptor (Homo sapiens), …; in the data active means inhibition above about 22%, passing the limit was not always enough;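 further: 0% = cells with DMSO and 100% = wells without cells with DMSO; values of inactives mirror those of a sister screen read the other way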
Arrestin-AP2 inh: inhibitors of beta-arrestin/AP2 binding, primary screen, biochemical, GPCR trafficking, flow cytometry; beta-arrestin 1 C-terminal peptide binding to AP2 beta2-adaptin appendage (human); actives 0.31% (n = 340,000); FITC-arrestin peptide / GST-AP2 beads; AP2 beta2 appendage carries R879A mutation; inhibition, % at 10 µM; AID 504490, 2011;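 active means inhibition above a set limit, near 3 SD of compounds lacking own fluorescence, cut at about 54% in these data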;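 further: plate controls were DMSO wells for no effect and 5 µM unlabelled arrestin peptide for full effect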
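System: GST-AP2 R879A glutathione beads. Medium: PBS with 0.05% Tween 20 and 0.1% BSA. Also added: FITC-arrestin peptide, 50 nM. Incubation: 12 min plus 1 h, RT. Measured by: high-throughput flow cytometry of beads, ex 488, em 535 nm. Evaluation: percent drop in bead-associated FITC signal.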
PKA-R2B activ: activators of PKA-R2B holoenzyme, primary screen, biochemical, fluorescence polarization, Cy5-IP20, human; cAMP-dependent protein kinase catalytic subunit beta (Homo sapiens) + cAMP-dependent …; PKA-R2B holoenzyme dissociation; R2B truncated from residue 108, S112A mutant; 0% DMSO only, 100% 113 µM cGMP; activation, % at 11.4 µM; actives 0.079% (n = 340,000); AID 504700, 2011;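 active means activation above a cutoff set at the mean over all compounds plus 3 SD, cut at about 18% in these data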;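 further: higher means more holoenzyme dissociation and a rise in polarization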
Target sequence (P31323 whole entry, looked up, other chains not shown, the tested form may be a part): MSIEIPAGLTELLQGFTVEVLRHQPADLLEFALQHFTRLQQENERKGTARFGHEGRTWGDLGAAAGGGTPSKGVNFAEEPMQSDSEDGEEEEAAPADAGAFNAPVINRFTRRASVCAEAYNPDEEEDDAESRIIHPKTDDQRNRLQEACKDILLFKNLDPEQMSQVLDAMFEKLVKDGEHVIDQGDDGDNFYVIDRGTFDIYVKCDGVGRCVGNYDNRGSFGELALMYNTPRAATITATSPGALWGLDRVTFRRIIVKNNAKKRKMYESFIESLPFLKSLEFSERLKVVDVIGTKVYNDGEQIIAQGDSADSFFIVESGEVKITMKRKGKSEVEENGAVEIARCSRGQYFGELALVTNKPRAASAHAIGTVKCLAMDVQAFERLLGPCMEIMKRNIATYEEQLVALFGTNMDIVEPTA
HTR5A inv ag: HTR5A inverse agonists in luminescence cell assay, primary screen, counter-screen for OPRM1-OPRD1 heterodimer inverse agonist project, full-deck HTS. HTR5A cell line, inverse agonism. AID 504634, 2011. actives 0.083% (n = 340,000). inhibition, % at 9.3 µM; in the data active means inhibition mostly above about 23%, no sharp cut-off; inactive means mostly below about 18%;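 further: 0% = cells with DMSO and 100% = no-cell wells with DMSO; some compounds called inactive have numbers as strong as hits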
OPRM1-OPRD1 ag: agonists of OPRM1-OPRD1 heterodimerization, primary screen, cell-based, luminescence; actives 0.3% (n = 340,000); cells; activation, % at 9.3 µM; Mu-type opioid receptor (Homo sapiens) + Delta-type opioid receptor (Homo sapiens), …; in the data active means activation above about 18%;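 further: 0% = vehicle-treated cells and 100% = reference agonist; values of inactives mirror those of a sister screen read the other way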
DAGLB inh: DAGLB lipase inhibitors, primary screen, biochemical, fluorescence, HTS | inhibition, % at 5.17 µM | Diacylglycerol lipase-beta (Homo sapiens), Q8NCG7 | actives 0.059% (n = 340,000) | HEK293T DAGLB membrane lysate, EnzChek fluorogenic substrate; in the data active means inhibition above about 34%;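 further: 0% = enzyme with vehicle and 100% = wells lacking enzyme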
PKA-R1A act: activators of PKA-R1A holoenzyme, primary screen, biochemical, fluorescence polarization, Cy5-IP20, bovine R1A, mouse PKAc | PKA-R1A dissociation; scaled: DMSO 0%, 113 µM cGMP 100% | actives 0.083% (n = 340,000) | AID 504707, 2011 | activation, % at 11.4 µM | cAMP-dependent protein kinase type I-alpha regulatory subunit (Bos taurus) + …;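 active means percent activation above the mean of all tested compounds plus 3 SD, cut at about 19% in these data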;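 further: higher means more PKAc released from R1A so a rise in polarization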
V-ATPase pH: regulators of yeast V-ATPase proton pumping, primary screen, pHLuorin cytosolic pH fluorescence; response, % at 10 µM; actives 0.37% (n = 350,000); S. cerevisiae; in the data active means response mostly above about 7.3%, no sharp cut-off; inactive means mostly below about 5.4%; further: actives read high; inactives centre near 0; some compounds called inactive have numbers as strong as hits; reference of the scale not given here
Numbers without * were called inactive; i = inactive; . = no result given; & = joins results of further samples. Hits appear at their usual frequency; any-hit rate near 2.4%.

Structure	HTR5A ag ctr	DSG3 Ab inh	OPRM1-OPRD1 inv	Arrestin-AP2 inh	PKA-R2B activ	HTR5A inv ag	OPRM1-OPRD1 ag	DAGLB inh	PKA-R1A act	V-ATPase pH
CCOC(=O)Cn1c(C)nc2ccccc21	-0.5	99.8	-0.5	8.7	4.8	2.1	0.1	-2.4	-8.8	3.1
CC(=O)Nc1ccc(OS(=O)(=O)c2cc(Cl)ccc2C)cc1	-2.5	102.1	25.5	17.8	-14.1	6.9	-5.5	-0.1	5.6	-2.7
O=C(CCc1ccc(S(=O)(=O)NCCc2ccccc2)cc1)Nc1ccc2c(c1)OCO2	2.3	105.9	-11.8	-5.0	-9.5	-5.5	2.1	2.8	4.3	-4.6
COc1ccc(NS(=O)(=O)c2cc(C(=O)OC(C)C(=O)N3CCOCC3)ccc2Cl)cc1 (stereo unspecified)	3.6	101.4	-5.0	-3.0	-10.2	-9.9	0.8	-1.1	-0.6	2.7
Cc1ccc(C(=O)N/C(=C\c2cccs2)C(=O)NCCCN2CCOCC2)cc1	-2.1	108.8	-6.8	17.5	13.1	6.3	0.8	0.2	-8.9	6.1
Cc1c(Cl)cccc1Nc1ncccc1C(=O)O	-2.1&-2.3	108.0	9.0&6.4	-1.7&-5.4	i	7.5&8.3	-1.7&-1.2	1.9&6.3	i	2.6&-4.3
Cc1ccc2nc(CSc3nnc(-c4ccco4)n3-c3ccccc3)cc(=O)n2c1	-1.1	99.1	17.1	-0.7	-2.2	3.0	-3.4	0.3	-8.9	-1.0
COC(=O)c1sc(N)nc1C(C)(C)C	-1.3	92.1	8.3	4.2	1.6	3.3	-1.6	-0.7	-8.6	-2.0
COc1ccc(OC)c(CN2CCN(C(=O)c3ccc(C)c(S(=O)(=O)Nc4ccccc4OC)c3)CC2)c1	12.4	.	2.1	3.4	0.8	-34.3	-0.5	2.0	-4.6	3.8
CCNCCNC(=O)c1c(O)c2ccccc2n(CC)c1=O	-1.0	107.8	2.3	1.9	-7.8	6.0	-0.4	2.2	-5.6	-4.6
O=C(COc1ccc([N+](=O)[O-])cc1)NNC(=O)Nc1ccccc1F	5.2	110.8	12.9	36.0	-5.6	-2.1	-2.4	-1.1	-10.7	-3.0
Cc1ccc(/C=C/C(=O)NCc2cccs2)c(C)c1	-1.2	128.6	3.3	-15.4	-1.9	17.0	-0.6	-6.5	4.5	5.2
Cc1ccc(NC(=O)c2cccs2)cc1NC(=O)c1ccc(F)cc1	0.9	128.2	5.2	7.5	2.7	-3.0	-1.1	0.4	-7.2	-2.2
CN(NS(=O)(=O)c1cccs1)c1ncc(C(F)(F)F)cc1Cl	-0.6	92.9	12.6	-19.0	5.0	-1.4	-2.4	0.3	0.3	0.8
COc1ccccc1-c1cc(C(=O)N2CCN(c3ccccc3)CC2)no1	-1.0	112.1	-23.3	-0.4	-7.2	2.8	4.4	-10.5	-0.6	-4.8
CC1CC(C(F)(F)F)n2nc(C(=O)O)cc2N1 (stereo unspecified)	0.1	94.0	-6.9	10.0	10.6	-0.3	1.6	-2.3	-12.1	-1.6
NS(=O)(=O)c1cccc(NC(=O)CSc2nc3ccccc3n2-c2ccccc2)c1	4.8	91.6	-18.8	-3.5	-2.9	21.6	3.9	-0.3	0.7	-2.1
Cc1nc(N/N=C/c2ccc(O)cc2O)cc(N2CCOCC2)n1	0.0	113.2	3.7	-11.9	4.7	0.1	-0.8	2.5	-2.1	-1.1
CCOC(=O)N1CCN(C(=O)c2cc(S(=O)(=O)N3CCc4ccccc43)ccc2OC)CC1	-1.1	.	19.4	-14.1	-9.3	2.9	-3.7	0.8	-2.1	-0.4
Cc1cc(NC(=O)CN(C)CC(=O)Nc2ccc(F)c(F)c2F)no1	-2.0	107.4	21.3	-11.2	-7.1	4.9	-5.5	-0.3	-4.7	4.3
CNC(=O)NC1CCCCc2sccc21 (stereo unspecified)	5.8	103.3	9.1	20.1	-5.1	-14.7	-1.7	-1.8	-1.1	-0.1
Cc1ccc(C(=O)O)c(NC=O)c1OCc1ccccc1	-1.1	91.6	22.6	-5.8	-6.0	4.2	-4.4	-0.3	-1.3	-2.9
CN(C)c1c(N)c(=O)oc2ccccc12	-0.9	98.1	12.4	32.0	-9.3	2.6	-2.2	-2.4	-17.3	-0.2
CC(C)(C)c1ccc(C(=O)NCC(=O)OCC(=O)Nc2nc(-c3ccc(F)cc3)cs2)cc1	-1.3	107.5	-11.9	-13.9	-10.7	33.7	2.5	-7.6	1.3	-0.8
O=C(CN1C(=O)C2C3C=CC(C3)C2C1=O)NCc1ccccc1 (stereo unspecified)	9.3	101.3	10.8	-4.1	-9.4	2.2	-2.1	0.1	2.1	-0.3
O=C(COC(=O)CCNS(=O)(=O)c1ccccc1)NC(=O)Cc1ccccc1	9.8	.	13.1	3.4	2.0	-27.0	-3.2	-2.6	-7.0	0.8
Cn1c(=O)c2c(nc(NC3CCCCC3)n2CC(=O)C23CC4CC(CC(C4)C2)C3)n(C)c1=O	1.9	99.8	-9.2	1.5	-8.1	-34.2	1.6	-3.2	-2.7	6.8
CN(C)CCNC(=O)C(=O)NCC1CCCN1S(=O)(=O)c1cccs1 (stereo unspecified)	1.0	106.2	4.8	16.6	-11.8	-2.8	-0.8	4.7	-2.3	-3.3
COc1cccc(C(=O)/C=C/Nc2cccc(O)c2)c1	-1.3	101.5	-8.7	4.3	5.1	4.1	1.6	-1.3	0.6	10.0
CCCC(C(=O)Nc1cc(S(=O)(=O)N2CCOCC2)ccc1OC)c1ccccc1 (stereo unspecified)	11.1	112.5	3.1	40.7	3.2	-28.5	-0.8	3.3	-0.6	0.4
CN(C)C(=O)c1ccc(NC(=O)c2ccc(-c3ccc(Cl)cc3)o2)cc1	-5.5	117.9	8.8	-3.6	-18.7	13.8	-1.6	-2.5	4.9	-1.9
COC(=O)c1ccc(N/C(=N/S(=O)(=O)c2ccccc2)c2ccccc2)cc1	-2.1	99.5	15.9	-4.9	-12.2	0.1	-2.5	-2.2	-8.1	-0.2
O=c1c(Cc2ccc(Cl)cc2)c(O)ccn1Cc1ccncc1	-1.5	104.1	4.3	-10.6	-10.3	4.1	-0.8	0.4	-0.1	-0.4
CCOC(=O)NC(Nc1sc2c(c1C(N)=O)CCCC2)(C(=O)OCC)C(F)(F)F (stereo unspecified)	-0.7	100.3	-8.1	-5.1	7.5	16.2	1.5	0.9	-11.9	0.2
Cc1ccc(C2=NN(CC(=O)NCCN(C)C)C(=O)CC2)cc1	0.5	96.8	14.7	38.6	0.2	-1.9	-3.3	-1.0	-8.0	-1.5
COc1ccc(N2CCN(C(=O)CCN3C(=O)C4C5C=CC(C5)C4C3=O)CC2)cc1 (stereo unspecified)	-2.2	104.7	0.0	-1.8	0.3	5.7	0.0	1.3	-1.3	-5.9
COc1ccc(CNC(=O)c2cc3c(=O)n4cccc(C)c4nc3n(CC3CCCO3)c2=N)cc1 (stereo unspecified)	-1.1	106.8	0.7	-3.2	4.8	0.8	-0.1	-3.8	4.3	1.5
CCOc1ccc(NC(=O)Cn2nnc(-c3ccccc3NC(=O)C3CC3)n2)cc1	-2.0	97.4	-12.7	14.4	5.0	8.6	2.4	-3.1	-1.3	-2.2
O=c1c2cc(NC(=S)NC3CCCCC3)ccc2nc2n1CCCCC2	-1.4	122.0	0.3	-5.9	-0.7	-4.3	-0.1	0.8	-0.6	-1.2
CN1OC[C@@H]2CN(Cc3ccccc3)[C@H](c3cccc(-c4ccc(C#N)cc4)c3)C[C@@H]21	1.8	102.4	-25.4	10.6	-5.2	-6.1	5.4	-5.9	-3.6	-1.7
CC1CCCCN1C(=O)Cn1c(=O)oc2cc(S(=O)(=O)N3CCCC3)ccc21 (stereo unspecified)	2.5	98.8	4.0	6.3	-5.8	-6.9	-0.8	0.8	-21.0	6.1
COc1ccc(CN2CCCCC2C)cc1OC (stereo unspecified)	-0.5	101.4	5.4	3.5	-3.8	22.4	-0.9	3.5	3.0	-3.3
O=C(NCc1ccc(F)cc1)C1(S(=O)(=O)c2ccc(Cl)cc2)CC1	1.9	.	4.8	13.0	-4.8	-6.5	-0.8	1.5	-5.9	-2.3
COc1ccc(N(Cc2cc3cc(OC)ccc3[nH]c2=O)S(=O)(=O)c2ccc(NC(C)=O)cc2)cc1	6.2	117.1	-2.6	2.7	2.0	-23.2	0.5	3.5	4.5	2.2
CC(Sc1nnc(N)s1)C(=O)NC1CCCCC1C (stereo unspecified)	-4.0	100.2	10.8	-2.8	-13.9	-5.3	-2.0	0.7	-6.3	-2.3
O=C1C2C3CCCC3=C3CCCC3C2C(=O)N1c1cccc(Cl)c1 (stereo unspecified)	1.8	140.5	11.8	-7.9	-12.5	3.1	-2.1	0.3	-2.5	2.8
CCOc1ccc(NCC(=O)c2ccc(C)cc2)cc1	1.1	95.1	11.8	27.9	-1.2	-3.2	-2.3	-0.1	3.4	3.6
O=C(NCCCNC(=O)c1ccco1)c1ccco1	-3.5	.	10.1	8.4	4.3	9.3	-1.9	-0.7	5.7	-3.5
O=C1COc2ccc(S(=O)(=O)NCCc3ccccc3)cc2N1	2.3	103.3	13.4	1.5	6.3	-6.1	-2.5	-2.8	10.2	-0.8
COc1ccc(N(CC(=O)NC2CCCCC2)S(=O)(=O)c2cccnc2)cc1	-3.7	111.8	20.5	10.0	2.4	9.8	-4.1	-4.5	2.1	3.0
O=C(COC(=O)C1CC1)Nc1ccc(OC(F)F)cc1	3.2	.	11.6	10.4	-1.4	-9.9	-2.3	-0.7	-3.0	2.6
CC(C)(C)c1ccc(C(=O)OCC(=O)NC2CC2)cc1	-2.2	109.8	9.5	-10.1	11.4	5.5	-1.7	-1.8	-0.6	-2.5
